zfTRPN1 agonist: zebrafish TRPN1 (NompC) channel agonism; HEK293 zebrafish TRPN1-YFP, Fluo-8 calcium fluorescence; 100% = response to 87 µM carbachol; actives 0.18% (n = 220,000); activation, % at 3 µM; AID 1424;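 active = activation above its plate's cutoff, the mean activation of test wells on that plate plus 3 SD, cut at about 19% in these data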;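 also: 0% = DMSO alone and 100% = 87 µM carbachol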
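Material – zebrafish TRPN1-YFP in HEK293 cells · Doses – 3 µM single point · Schedule – dye 1 h 37 °C plus 30 min RT · Signal – Fluo-8 calcium fluorescence, excitation 470-495 nm, emission 515-575 nm · Read-out – % activation versus carbachol response · Control set – carbachol high, DMSO low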
Wee1 stabilizer: human Wee1 degradation inhibition, primary screen; HeLa Luc-Wee1K328M stability, luciferase luminescence; 100% = proteasome inhibitor MG132 effect; reporter increase, % at 5 µM; actives 1.2% (n = 220,000); AID 1321;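 active = activation above the mean of all tested compounds plus 3 SD, set per screening run, cut at about 8.8% in these data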;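 also: cells exposed to compound for 20 h before luminescence read; 0% = DMSO alone and 100% = MG132 at 30 µM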
TNF necrop inh: blocks TNF-alpha induced death of Jurkat FADD-/- cells | Jurkat FADD-/- TNF necroptosis rescue, ATP luminescence, 24 h; 0 = TNF only, 100 = no-TNF cells | AID 463075 | activation (protection from cell death), % at 10 µM | actives 0.068% (n = 220,000);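 active = activation, meaning protection from cell death, of at least 50% relative to plate controls; inactive = activation below 50%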;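 also: necroptosis triggered by 40 ng/mL TNF-alpha added together with compound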
CHOP inh: CHOP inhibition in unfolded protein response | CHO-K1 CHOP-promoter luciferase, tunicamycin-induced, 15-18 h | actives 3.8% (n = 220,000) | inhibition, % at 10 µM | AID 2732;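 active = compounds that reduced the stress-induced luciferase reporter signal by more than about 70% of percent inhibition, limit read from the data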;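 also: 0% = tunicamycin plus vehicle and 100% = wells without tunicamycin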
BaF3 tox: parental Ba/F3 viability inhibition as JAK2V617F counter-screen; inhibition, % at 5.6 µM; actives 1.1% (n = 220,000); CellTiter-Glo ATP luminescence; AID 1486;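 active = inhibition above a per-campaign cutoff, the mean inhibition of all tested compounds plus 3 SD, cut at about 27% in these data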;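 also: 0% = DMSO wells and 100% = JAK Inhibitor I control wells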
RBBP9 inh: inhibitors of human serine hydrolase RBBP9; O75884; recombinant RBBP9, FP-Rh probe fluorescence polarization; inhibition, % at 7.94 µM; actives 0.2% (n = 220,000); AID 1515;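 active = inhibition above the campaign mean of all tested compounds plus 3 SD, cut at about 14% in these data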;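 also: plate controls were DMSO wells with RBBP9 for no effect and wells lacking RBBP9 protein for full effect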
Target sequence (O75884 whole entry, looked up): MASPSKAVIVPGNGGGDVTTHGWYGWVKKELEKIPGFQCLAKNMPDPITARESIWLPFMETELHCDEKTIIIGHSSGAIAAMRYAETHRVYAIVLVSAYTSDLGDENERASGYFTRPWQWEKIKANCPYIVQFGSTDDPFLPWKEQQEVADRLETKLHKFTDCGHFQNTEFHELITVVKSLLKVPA
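Material: RBBP9 protein. Amount: RBBP9 at 2.5 µM in dispensed solution, before mixing. Schedule: 30 min then 45 min, 25 °C. Medium: Tris buffer pH 8.0, NaCl, Pluronic. Measured by: fluorescence polarization. Measure: percent inhibition from mP, scaled between DMSO and no-protein wells. Replication: one well per compound.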
Ba/F3 V617F tox: reduce viability of Ba/F3 cells dependent on JAK2V617F. Ba/F3 EpoR-JAK2V617F viability, ATP luminescence. inhibition, % at 5.6 µM. actives 1.1% (n = 220,000);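 active = inhibition above the campaign mean plus 3 SD over all tested compounds, cut at about 24% in these data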;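 also: cytokine-independent growth of Ba/F3 cells driven by EpoR plus mutant JAK2; 0% = DMSO-treated cells and 100% = JAK inhibitor I control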
PPC-1+TRAIL kill: kills PPC-1 cancer cells in the presence of TRAIL; PPC-1 cells + TRAIL, ATPLite viability luminescence; cell killing (% activity), % at 4 µM; actives 0.41% (n = 220,000); AID 1443;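 active = cell killing above 50% in the first pass at 4 µM, then a duplicate retest at 5 µM averaging 50% or more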;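 also: plate controls were cells with TRAIL plus DMSO for no effect and medium-only wells lacking cells for full effect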
TRPML3 agonist: human mucolipin-3 channel agonism. Q8TDD5. HEK293 TRPML3-YFP, Fluo-8 calcium fluorescence; 100% = the carbachol control signal. activation, % at 3 µM. actives 0.29% (n = 220,000). AID 1448;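 active = activation above its plate's cutoff, the mean activation of the plate's test wells plus 3 SD, cut at about 12% in these data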;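 also: 0% = DMSO only wells and 100% = carbachol wells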
Target sequence (Q8TDD5 whole entry, looked up): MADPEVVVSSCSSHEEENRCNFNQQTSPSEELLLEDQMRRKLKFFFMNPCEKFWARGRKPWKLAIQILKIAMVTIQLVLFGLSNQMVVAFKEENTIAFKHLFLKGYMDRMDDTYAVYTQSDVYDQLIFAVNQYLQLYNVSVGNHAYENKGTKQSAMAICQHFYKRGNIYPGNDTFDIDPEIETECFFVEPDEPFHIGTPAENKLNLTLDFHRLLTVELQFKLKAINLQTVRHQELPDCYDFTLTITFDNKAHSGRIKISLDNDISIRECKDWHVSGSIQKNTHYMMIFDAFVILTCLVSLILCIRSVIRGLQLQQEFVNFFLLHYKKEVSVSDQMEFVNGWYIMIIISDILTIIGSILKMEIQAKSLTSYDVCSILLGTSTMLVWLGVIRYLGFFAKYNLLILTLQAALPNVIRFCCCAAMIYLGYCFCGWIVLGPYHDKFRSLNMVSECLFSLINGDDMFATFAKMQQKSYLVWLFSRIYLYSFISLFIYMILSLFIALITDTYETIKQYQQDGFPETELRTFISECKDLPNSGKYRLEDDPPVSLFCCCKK
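Test system: HEK293 cells stably carrying human TRPML3-YFP; Doses: single dose, 3 µM final nominal compound, 0.3% DMSO final; Schedule: dye loading 1 h 37 °C then 30 min ambient, 125 s read; Technique: Fluo-8 calcium fluorescence; Benchmarks: high control carbachol 87 µM, low control DMSO.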
* = called active by the depositor; & = joins results of further samples; [ ] = remark or other dose. The order is random; overall some 6.8% were active at least once.

| structure | RBBP9 inh | PPC-1+TRAIL kill | CHOP inh | zfTRPN1 agonist | Wee1 stabilizer | TRPML3 agonist | BaF3 tox | Ba/F3 V617F tox | TNF necrop inh |
| --- | --- | --- | --- | --- | --- | --- | --- | --- | --- |
| O=C(Nc1ccc(N2CCCC2)c(Cl)c1)c1ccc(Br)o1 | -6 | 30 | 40 | -0.5 | 0 | -0.4 | 0 | -3 | -6.7 |
| CC(C)CCn1c(SCC#N)nc2c(sc3ccccc32)c1=O | -5 | 19 | 31 | 0.2 | -2 | 1.0 | 2 | -2 | -0.7 |
| COc1ccccc1N1CCN(C(c2cccs2)C(C)NC(=O)c2ccco2)CC1 (stereo not given) | -3 | 7 | -10 | 1.1 | -1 | 0.6 | 1 | -2 | -3.0 |
| Clc1ccc(-c2cc(COc3ccccc3)on2)cc1 | 1 | 19 | 23 | 0.0 | 4 | 0.4 | 0 | -4 | 0.9 |
| O=C(Nc1cc(C(F)(F)F)ccc1N1CCOCC1)c1cccc(F)c1 | 2 | 9 | 76* | -0.2 | 0 | 0.7 | 6 | 3 | 0.6 |
| CC(C)(C)C1CCC(OC(=O)c2ccncc2)CC1 (stereo not given) | -8 | 4 | 74* | 1.6 | -2 | 0.7 | 2 | -1 | -3.2 |
| COC(=O)COc1ccc(S(=O)(=O)Nc2ccc(C(N)=O)cc2)cc1 | 3 | 18 | -7 | 0.9 | -1 | 1.2 | 0 | -5 | -0.7 |
| NC(=O)NC(Cc1ccccc1)C(=O)NCC1(N2CCCCC2)CCCCC1 (stereo not given) | -8 | -2 | 3 | -0.2 | -1 | -0.1 | 2 | 1 | -2.4 |
| COc1ccc(-c2nc(-c3ccc(NC(=O)c4ccc(Br)o4)cc3)no2)cc1OC | -11 | 10 | 103* | 1.7 | -3 | 1.1 | 11 | 0 | 0.9 |
| COc1ccc(-c2cn3cccnc3n2)cc1NC(=O)C1CC1 | 3 | 20 | -1 | 1.2 | 1 | -0.1 | 1 | -2 | 0.4 |
| O=C(COC(=O)c1ccc(S(=O)(=O)N2CCCC2)cc1)NCc1ccccc1 | 1 | 10 | 4 | 0.7 | -3 | 0.4 | 0 | -3 | -2.3 |
| CC(=O)c1cc2c(s1)-c1cc(F)ccc1OC2 | 5 | 0 | 7 | -0.6 | 0 | -0.8 | -1 | -3 | 1.2 |
| COc1cccc(-n2nnc3c(=O)n(CC(=O)N4CCC(Cc5ccccc5)CC4)cnc32)c1 | 2 | -2 | 29 | 1.1 | 1 | 0.0 | 0 | -2 | -3.0 |
| COc1ccc(N(Cc2cc3cccc(C)c3[nH]c2=O)S(C)(=O)=O)cc1 | 3 | 22 | -2 | 0.0 | 2 | 0.3 | 4 | -2 | 0.0 |
| c1ccc(CSc2nnc3ccc(-c4ccco4)nn23)nc1 | -5 | 18 | 19 | -0.6 | 0 | 1.0 | 5 | 2 | -0.1 |
| CCOCCCNC(=O)Cc1ccc(F)cc1 | 0 | 31 | 13 | 2.2 | 1 | 0.3 | 5 | -2 | -0.1 |
| O=C(Nc1ccsc1C(=O)N1CCCCCC1)c1ccccc1 | -8 | -1 | 14 | -1.2 | 0 | -1.6 | 2 | -2 | -3.6 |
| Cc1cc(C(=O)NN=C2CCCCC2)c2ccccc2n1 | 0 | 10 | 10 | -1.1 | 4 | 0.8 | 0 | 0 | 0.3 |
| Cc1nc(NC(=O)c2cc3c(C)nn(-c4ccccc4)c3s2)sc1C(=O)Nc1ccccc1 | -11 | -7 | -18 | -0.3 | 1 | 0.5 | 0 | -6 | 1.7 |
| COc1ccc(Cc2noc(CN(C)CC3(N4CCOCC4)CCCCC3)n2)cc1OC | -5 | 5 | 16 | 0.9 | -2 | 1.2 | 7 | 0 | 0.2 |
| O=C(CCc1ccccc1)NNC(=S)NC(=O)c1ccccc1 | 3 | 3 | 59 | -0.9 | 1 | 0.8 | 6 | 2 | -11 |
| CCOC(=O)CSc1nccc(N(C)C)c1C#N | -4 | 6 | 74* | 1.4 | 1 | 0.9 | 3 | -1 | -3.4 |
| CC(C)Cn1c(N)c(C(=O)COC(=O)CCc2nc3ccccc3s2)c(=O)n(C)c1=O | -6 | 3 | 41 | 6.3 | -1 | 4.4 | 3 | 4 | -2.5 |
| Nc1cccc(-n2nnnc2CN2CCOCC2)c1 | -4 | 6 | -5 | 1.6 | -2 | 0.3 | 6 | -3 | 1.6 |
| CCC(C)NS(=O)(=O)c1ccc(NS(=O)(=O)c2ccc(F)cc2)cc1 (stereo not given) | 1 | -26 | -10 | 0.1 | -1 | 0.3 | 5 | 0 | 1.2 |
| CN(C(=O)c1cccc(Nc2ccc(-c3ccc4c(c3)OCCO4)nn2)c1)C1CCCCC1 | -6 | 53*[5 µM] | 63 | -0.7 | 0 | 0.4 | 3 | -1 | -5.2 |
| CC(=O)N(C1CC(C)C(C#N)(C#N)C1(C#N)C#N)N(C)C (stereo not given) | -12 | -8 | 92* | 1.2 | 0 | 0.9 | 9 | 4 | -18 |
| Cc1cccc(C(C)(C)C)c1OCCCCN1CCCC1 | -4 | 28 | 14 | -1.9 | 1 | 1.0 | 7 | 1 | 1.9 |
| Cc1cc(C)n(-c2nc3ccccc3nc2N2CCN(S(=O)(=O)c3ccc4ccccc4c3)CC2)n1 | 1 | -14 | 12 | 1.3 | 0 | 0.5 | 5 | 0 | -2.2 |
| COc1ccccc1CNc1cc(CSc2ccc(Cl)cc2)nc(C)n1 | 2 | 3 | 68 | -2.0 | -1 | -1.1 | 5 | -2 | 2.5 |

Following part:
| structure | RBBP9 inh | PPC-1+TRAIL kill | CHOP inh | zfTRPN1 agonist | Wee1 stabilizer | TRPML3 agonist | BaF3 tox | Ba/F3 V617F tox | TNF necrop inh |
| --- | --- | --- | --- | --- | --- | --- | --- | --- | --- |
| Cc1ccccc1-c1nn(-c2ccc(F)cc2F)cc1CNCCN(C)C | -8 | 9 | 8 | -0.9 | -2 | -0.2 | 5 | 0 | 1.3 |
| O=C1c2ccccc2C(=O)N1CCSc1ccccc1 | 0 | -16 | 11 | 0.2 | 2 | 0.8 | 1 | -4 | 0.3 |
| C/C(CC(=O)Nc1ccc(Cl)cn1)=N\NC(=O)Cc1cccs1 | 3 | 5 | 45 | -2.3 | 7 | -0.5 | -1 | -2 | 5.6 |
| Cn1c(=O)c2c(=O)cc(NNC(=O)C(C)(C)C)[nH]c2n(C)c1=O | -3 | 20 | 16 | 0.1 | 1 | 1.2 | 3 | 3 | 0.3 |
| CCO/C=C1/C(=O)N(C)C(=O)c2cc(OC)ccc21 | -8 | 3 | -10 | 0.2 | 3 | -0.3 | 8 | 0 | -1.9 |
| Cc1ccc2c(c1)[nH]c1c(=O)n(CCN3CCNCC3)cnc12 | 5 | 4 | 67 | 0.1 | 2 | 0.1 | 2 | 0 | 0.3 |
| O=C1CC2(CCCC2)CC(=O)N1CCCCN1CCN(c2ncccn2)CC1 | -1 | -1 | -2&35 | 2.2 | -2 | 0.2 | 7 | 2 | -1.1 |
| COCc1nc2ccccc2n1CCOc1ccccc1OC | -4 | 14 | 23 | -1.3 | -2 | -0.2 | 4 | -1 | 0.0 |
| Cc1nc2c3cc(F)ccc3n(Cc3ccccc3)c2s1 | -9 | 11 | 74* | -0.2 | 6 | -1.5 | 8 | 3 | -4.6 |
| COc1cccc(CNn2cnnc2)c1OCc1ccc(F)cc1 | 0 | 15 | 5 | -0.1 | -2 | -0.4 | -1 | -1 | 0.7 |
| CCCCCC/C(C)=C1/SC(=S)NC1=O | -3 | 18 | 31 | 1.3 | 1 | 0.3 | 3 | 1 | -1.4 |
| CC(C)c1cc(NC(=O)CSc2nnc(-c3ccccc3F)n2C)on1 | -9 | 5 | 32 | -1.1 | 0 | -0.5 | 3 | -2 | -1.8 |
| CCOC(=O)c1ccc(N=C2SC(C(=O)Nc3ccc(C(=O)O)cc3)CC(=O)N2Cc2cccs2)cc1 (stereo not given) | -5 | 11 | -4 | 0.4 | 3 | 0.6 | 0 | -2 | 0.7 |
| Cc1cc(-c2nnc(SCC(=O)Nc3nccs3)o2)no1 | -4 | 9 | 9 | 0.1 | -3 | 0.3 | 1 | 1 | 0.6 |
| CCCOc1cc(CC(=O)NCc2ccco2)ccc1OC | -4 | 10 | 9 | 0.8 | -2 | 0.0 | 1 | -2 | -3.2 |
| c1cc2c(cc1-n1cnnn1)OCO2 | 4 | 10 | -11 | 1.6 | 2 | 1.0 | 1 | -4 | 0.6 |
| O=C1CCC2(C(=O)O)Sc3ccccc3N12 (stereo not given) | 4 | 14 | 17 | -0.4 | 5 | 1.0 | 4 | 2 | -0.8 |
| NC(=O)CSc1nnc(-c2ccc(S(=O)(=O)N3CCCC3)cc2)o1 | -1 | 13 | -4 | -0.7 | -2 | 1.8 | 4 | -1 | 0.4 |
| CCNC(=O)n1cc(-n2cncn2)c(-c2ccccc2)n1 | -5 | 31 | 3 | 0.4 | -2 | 0.7 | 3 | -2 | 0.3 |
| CCOC(=O)CC(NC(=O)CCc1c(C)nc2ncnn2c1C)c1ccc(C)cc1 (stereo not given) | -4 | -10 | 4 | -0.1 | 3 | 0.3 | 4 | 0 | 0.1 |
| C/C(=N\Nc1ccc([N+](=O)[O-])cc1)c1ccc(O)cc1 | 4 | -11 | 15 | 4.1 | 6 | 2.1 | 1 | 0 | 0.3 |
| Cc1cc(C)nc(-n2nc(C)c(C3(O)C(=O)Nc4ccccc43)c2N)n1 (stereo not given) | 6 | 17 | -8 | 1.1 | 3 | 0.0 | 2 | -4 | 1.2 |
| O=C(CSc1nnc(-c2cccnc2)n1C1CCCCC1)NC1CCCC1 | 1 | 14 | -1 | 0.2 | -2 | 1.1 | 3 | -1 | -0.4 |
| NC(=O)c1ccccc1N1CCCCC1 | -2 | -3 | -12 | -1.3 | -1 | 0.4 | 1 | 8 | 0.7 |
| Cc1ccc(S(=O)(=O)Nc2nccs2)cc1[N+](=O)[O-] | -5 | -5 | 7 | 2.0 | -1 | 0.1 | 9 | -2 | -1.1 |
| C=CCn1c(O)c(N=NC(=S)Nc2ccc(OC)cc2)c2ccccc21 | 1 | 10 | 6 | 0.3 | 8 | -0.4 | 4 | 1 | -3.2 |
| O=C(COC(=O)c1ccc[nH]c1=O)NCCc1ccc(Cl)cc1Cl | -12 | 27 | -21 | 0.9 | 1 | 0.3 | -4 | 2 | 1.1 |

Taken from above.
Value of Cc1cccc(C(C)(C)C)c1OCCCCN1CCCC1 in PPC-1+TRAIL kill: 28
Value of O=C(Nc1ccc(N2CCCC2)c(Cl)c1)c1ccc(Br)o1 in Wee1 stabilizer: 0

Bioassay records deposited in PubChem BioAssay by several laboratories.
